12-LOX inh: ALOX12 (human) lipoxygenase inhibition; P18054; hit rate 1.1% among 580,000; Potency, µM (top dose mostly 108 µM), for inactives: top-dose activity change, negative = inhibition, usual class: inhibitors; purified 12hLO, xylenol orange hydroperoxide absorbance
Target sequence (P18054 whole entry, looked up): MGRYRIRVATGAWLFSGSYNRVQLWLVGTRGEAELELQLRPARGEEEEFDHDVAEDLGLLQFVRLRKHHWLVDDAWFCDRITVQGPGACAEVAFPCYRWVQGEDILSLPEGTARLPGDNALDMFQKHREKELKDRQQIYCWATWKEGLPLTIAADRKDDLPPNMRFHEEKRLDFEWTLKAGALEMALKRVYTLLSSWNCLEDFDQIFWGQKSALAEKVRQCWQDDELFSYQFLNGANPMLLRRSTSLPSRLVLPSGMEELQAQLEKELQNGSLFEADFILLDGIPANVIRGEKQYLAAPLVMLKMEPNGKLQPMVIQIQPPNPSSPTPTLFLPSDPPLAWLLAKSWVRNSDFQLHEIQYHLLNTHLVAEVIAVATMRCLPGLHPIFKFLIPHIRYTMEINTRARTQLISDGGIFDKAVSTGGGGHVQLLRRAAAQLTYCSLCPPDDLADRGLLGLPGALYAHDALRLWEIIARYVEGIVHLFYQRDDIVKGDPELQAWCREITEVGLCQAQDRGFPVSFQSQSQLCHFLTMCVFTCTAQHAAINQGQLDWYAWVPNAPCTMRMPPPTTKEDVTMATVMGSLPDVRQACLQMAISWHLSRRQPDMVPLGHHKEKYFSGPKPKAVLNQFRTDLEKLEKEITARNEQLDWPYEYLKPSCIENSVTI
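Hydroperoxide product was detected by ferrous iron/xylenol orange as the 573 to 405 nm absorbance ratio. Arachidonic acid at 40 uM (final) was turned over for 30 min at room temperature by 150 nM human 12hLO, pH 7.0 Hepes buffer, after 15 min compound preincubation.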
GLS inhibitor: blocks human kidney-isoform glutaminase activity; O94925; GLS enzymatic activity, qHTS titration; AID 624170; hit rate 0.21% among 410,000; Potency, µM (doses to about 45.5 µM), without a hit: at the highest dose activity change, negative = inhibition, hits mostly inhibitors
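Two-point fluorescence kinetic (t0, 30 min RT) for hKGA; glutamate detected via glutamate oxidase–HRP–Amplex Red. Substrate: 1 mM L-glutamine solution; buffer 45 mM KH2PO4, pH 8.2.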
Active calls of the source: *; ? = inconclusive; & = joins results of further samples; [ ] = remark or other dose. Calls come from the whole dose curve; as a rule, active = well fitted inhibition curve with a large enough effect; inconclusive = small, poorly fitted or top-dose-only effect, or another doubt; inactive = no such curve, though single readings can be large or run the other way. % is set by controls: 0 for no effect and ±100 for the full control effect; potency is the fitted concentration of half-maximal effect.

Compound	12-LOX inh	GLS inhibitor
Oc1cccc2cc(Nc3ccccc3)cnc12	?	15%
CCOC(=O)C1=C[C@@H](C(C)(C)C)N(S(=O)(=O)c2ccc(C)cc2)[C@H]1c1ccc(C)cc1	-45%	-6%
COc1ccc(Cc2c(C3CCCCC3)nc3cc(C)c(Br)c(C)n23)c(C)c1	?	-10%
Cc1cccnc1C1=NOC(Cc2ccccc2)C(=O)N1CCOc1ccc(F)cc1 (stereo not drawn)	16%	0%
O=C(NCc1cccc(C(F)(F)F)c1)c1csc([C@@H]2C[C@H](O)[C@@H](CO)O2)n1	-3%	2%
COc1ccccc1NC(=O)Nc1nc(C(N)Cc2ccc(Cl)cc2)cs1 (stereo not drawn)	?	10%
CCc1nc2c(OCc3ccccc3)cccn2c1N(Cc1ccccc1)C(C)=O	13%	-23%
CC(=O)Nc1cc(-c2cccc(C(=O)N(C)C)c2)cn2c(-c3ccc(F)c(Cl)c3)cnc12	-9%	4%
COc1ccc(OC)c2c1CCC1(C2)NC(=O)NC1=O (stereo not drawn)	-9%	6%
Cc1cn([C@H]2C[C@H](O)[C@@H](/C=C/C(=O)NCCCc3ccccc3)O2)c(=O)[nH]c1=O	-14%	1%
CCOC(=O)[C@]12CCC=C1N(Cc1ccccc1)C(=O)[C@H](CC(=O)NCc1ccccc1)C2	?	-5%
CNc1cncc(-c2ccc(CN3CCOCC3)cc2)n1	3%	6%
CC(=O)NCCNc1nc2cc(-c3cnn(CCC(C)C)c3)sc2c(=O)n1C	-25%	1%
CCc1nc2ccc(C(=O)NCCNC(C)=O)cn2c1N(CC)Cc1cccc(Br)c1	-6%	14%
CCOC(=O)[C@]12CCCC=C1N(Cc1ccc3c(c1)OCO3)C(=O)[C@H](CC(=O)NCc1ccc(OC)c(OC)c1)C2	-1%	-4%

Further compounds follow:
Compound	12-LOX inh	GLS inhibitor
COc1cc(C(O)c2nc(-c3cccc4cccnc34)cs2)ccc1F (stereo not drawn)	-6%	1%
CC(C)c1ccc(NC(=O)Nc2nnc([C@H]3C[C@H](O)[C@@H](CO)O3)s2)cc1	-4%	-7%
CCCCCCCCN1C(=O)[C@H](CC(=O)N2CCN(C(=O)C3CC3)CC2)C[C@@]2(C(=O)OC)CCCCC=C12	0%	1%
Cc1cccc(CN2CCN(C3CN(C4CCCC4)S(=O)(=O)C3)CC2)c1 (stereo not drawn)	-28%	5%
COc1ccc(-c2cnc3c(NC=O)cc(-c4cccc(NS(C)(=O)=O)c4)cn23)cc1OC	-15%	-2%
FC(F)(F)c1ccccc1Cc1c(-c2cccc(Br)c2)nc2ccc(Cl)cn12	?	-7%
Nc1ncnc2c1ncn2[C@@H]1O[C@H](C(=O)N2CCSC2)[C@@H](O)[C@H]1O	-38%	13%
CC(C)C[C@H]1CN(CCCC[C@H]2CNC(=O)C(=O)N2Cc2ccccc2)C(=O)C(=O)N1Cc1ccccc1	-7%	2%
CC1=C(C(=O)N(C(C)C)C(C)C)CC(CC(=O)NC2CCCC2)C(=O)N1CCCN1CCCC1=O (stereo not drawn)	0%	4%
CCOc1ccc(Cl)cc1-c1cc(C(=O)NCCc2ccncc2)[nH]n1	-43%	5%
O=S1(=O)CC(N2CCCC2)CN1CCc1ccccc1 (stereo not drawn)	-71%	0%
CC1(C(=O)NS(=O)(=O)c2ccc(Cl)s2)CCN1C(=O)Cc1ccccc1Cl (stereo not drawn)	?	17%
COc1ccccc1Cc1c(-c2ccc(C)cc2)nc2ccc(Cl)cn12	?	2%
CC1(C(=O)Nc2cccc(C#N)c2)CCN1C(=O)C1(c2ccccc2)CC1 (stereo not drawn)	-6%	-4%
CCOC(=O)N1CCN(C(c2ccnc3ccccc23)c2nnnn2-c2ccc3c(c2)OCCO3)CC1 (stereo not drawn)	-1%	0%

Later entries.
Compound	12-LOX inh	GLS inhibitor
COc1ccccc1CNc1nc(NCC2CC2)nc2ccsc12	?	1%
Cc1cccc(C)c1NC(=O)c1ccc(-c2cc(F)ccc2F)o1	-3%	?
C=C(c1ccc(C(=O)O)cc1)c1cc2c(cc1C)C(C)(C)CCC2(C)C	?	20%
CC(=O)Nc1ccc(-c2ccnc3c2CC(C)(C(=O)Nc2cccc(C(F)(F)F)c2)O3)cc1 (stereo not drawn)	-14%	-6%
CC(=O)Nc1ccc(/C=N/NC(=O)CC2CCCCC2)cc1	4%	-5%
Cc1cccc(C)c1-n1nnnc1C1(C)CCC(=O)N1CCCn1ccnc1 (stereo not drawn)	-29%	-2%
O=C(OCCO)c1c(-c2ccccc2)oc2c1C(OCCO)CCC2 (stereo not drawn)	-7%	-9%
COCCN1C[C@@H](CO)O[C@@H](n2cnc3c(NCCO)ncnc32)C1	1%	-4%
COc1ccc(S(=O)(=O)N2CCCCC2c2cc(C(=O)NCc3ccc(F)cc3)no2)cc1 (stereo not drawn)	11%	2%
CN1CCN(c2ccc(CNC(=O)C3Cc4c(-c5ccccc5)ccnc4O3)cc2)CC1 (stereo not drawn)	3%	25%
CC(C)c1nc(CN(C)C(=O)N[C@H](C(=O)N[C@@H](Cc2ccccc2)C[C@H](O)[C@H](Cc2ccccc2)NC(=O)OCc2cncs2)C(C)C)cs1	-24%[57.4 µM]	?
CC1(Oc2ccc3ccccc3c2)CCN(Cc2cccn2-c2nccs2)C1 (stereo not drawn)	?	18%
O=C1OCCOC2CCCc3oc(-c4ccccc4)c1c32 (stereo not drawn)	-8%	-4%
C#Cc1ccc(NC(=O)C2(C)CCN2C(=O)Cc2ccc(C(C)C)cc2)cc1 (stereo not drawn)	?	3%
CCOC(=O)C1(C)CCN1C(=O)c1cc(-c2ccc(Cl)cc2)oc1C (stereo not drawn)	-54%	0%

Remaining list, next part
Compound	12-LOX inh	GLS inhibitor
O=C(NCc1ccc(Cl)cc1Cl)Nc1nc([C@@H]2O[C@H](CO)[C@@H](O)[C@H](O)[C@H]2O)cs1	-17%	14%
CC(C)C[C@H]1COc2cc(N3CC[C@@H](O)C3)ccc2S(=O)(=O)N1	-54%	-2%
COc1ccc(C2=Nc3ccccc3NC(=O)C2N(CCc2cc(OC)cc(OC)c2)C(C)=O)cc1 (stereo not drawn)	?	4%
CC(=O)NC(c1ccccc1)c1nc(-c2cccc(C#N)c2)cs1 (stereo not drawn)	1%	-3%
Nc1[nH]c(C(=O)c2ccccc2)c(-c2cccnc2)c1C(=O)NC1CCCCC1	-12%	14%
Cc1cc2nc(NC(=O)C3(C)CCN(C)C3)[nH]c2cc1C (stereo not drawn)	13%	7%
CCc1nc2c(OCC(=O)C(C)(C)C)cccn2c1N(C)C(=O)c1ccc(C)cc1	-36%	5%
OC(c1ccccc1)(c1nc(-c2ccc(F)c(Cl)c2)cs1)C(F)(F)F (stereo not drawn)	?	5%
C#CCNC(=O)C[C@@H]1C[C@@]2(C(=O)OCC)CCCC=C2N(CCCCCCCC)C1=O	?	1%
C[C@@]12CCC[C@H]1[C@@H]1CC[C@H]3C[C@@H](O)CC[C@]3(C)[C@H]1CC2	-4%	0%
O=C(OCc1ccccc1)N1CCCCC1c1c(Cl)cccc1Br (stereo not drawn)	-11%	-5%
O=C1NC[C@H](c2ccccc2)N(CCCCC2CCCCC2)C1=O	-28%	-21%
COCCNC(=O)C1(C)CCN(C(=O)c2oc3ccccc3c2C)C1 (stereo not drawn)	-15%	1%
CCOC(=O)[C@]12CCC=C1N(Cc1ccco1)C(=O)[C@H](CC(=O)NCc1cccs1)C2	0%	-5%
CC(C)Nc1nc(Nc2ccc(F)cc2)c2sccc2n1	?	9%

Ordered by molecular weight (largest number first): three of the compounds above
Compound	12-LOX inh	GLS inhibitor
CC1(C(=O)Nc2cccc(C#N)c2)CCN1C(=O)C1(c2ccccc2)CC1 (stereo not drawn)	-6%	-4%
COCCNC(=O)C1(C)CCN(C(=O)c2oc3ccccc3c2C)C1 (stereo not drawn)	-15%	1%
CNc1cncc(-c2ccc(CN3CCOCC3)cc2)n1	3%	6%

(continued)
Compound	12-LOX inh	GLS inhibitor
CN(Cc1ccccc1)C(=O)c1csc([C@@H]2C[C@H](O)[C@@H](CO)O2)n1	2%	-21%
CCC(=O)N1CCC(C)(C(=O)Nc2nccc3ccccc23)C1 (stereo not drawn)	-3%	0%
CC(=O)Nc1ccc(-c2noc(-c3csc([C@@H]4C[C@H](O)[C@@H](CO)O4)n3)n2)cc1	-4%	-5%
CNc1nc(NCCOc2ccccc2Cl)c2sccc2n1	-50%	5%
CCCCCCCCOc1ccccc1C(=O)Nc1ccc(C(=O)OCC[N+](C)(CC)CC)cc1	?	11%
CC1(Oc2ccc(F)cc2)CCN(Cc2ccccc2OC(F)F)C1 (stereo not drawn)	?	19%
CNc1cnc(-c2ccc(F)c(F)c2F)cn1	?	-4%
CC1(C(=O)NS(=O)(=O)c2ccc(Cl)cc2)CCN1C(=O)Cc1cccs1 (stereo not drawn)	?	0%
CN1OC[C@@H]2CN(C(=S)Nc3ccc(C#N)cc3)[C@H](c3ccc(N4CCCCC4)cc3)C[C@@H]21	10%	16%
COC(=O)C1=C(C(=O)OC)C(C(=O)OC)N2C=CC=CC2=C1C(=O)OC (stereo not drawn)	?	25%
CCCn1cnnc1CNC(=O)[C@H]1O[C@@H](n2ccc(=O)[nH]c2=O)[C@H](O)[C@@H]1O	-29%	-11%
CN(C)C1CN(Cc2cn(Cc3cccc(C(F)(F)F)c3)nn2)S(=O)(=O)C1 (stereo not drawn)	78%[activator]	-1%
CN1CCN(C(=O)c2ccc(-c3ccc(F)c(F)c3)c3ccoc23)CC1	2%	-2%
O=C1NC[C@@H](CCCCN2CCN(CCC3CCCCC3)C(=O)C2=O)N(CC2CCCCC2)C1=O	-10%	-4%
COc1ccc(NC(=O)C2(C)Cc3c(-c4ccc5c(c4)OCO5)ccnc3O2)cc1OC (stereo not drawn)	?	3%

A second format for two compounds above:
Values run as follows: 12-LOX inh | GLS inhibitor
> FC(F)(F)c1ccccc1Cc1c(-c2cccc(Br)c2)nc2ccc(Cl)cn12
  ? | -7%
> COc1ccc(Cc2c(C3CCCCC3)nc3cc(C)c(Br)c(C)n23)c(C)c1
  ? | -10%

Additional compounds:
Compound	12-LOX inh	GLS inhibitor
Cc1ccc(Cc2c(-c3ccccc3)nc3c(C)cc(Br)cn23)cc1	13%	-1%
COc1cccc(CN2CCN(C(=O)[C@H]3O[C@@H](n4cnc5c(N)ncnc54)[C@H](O)[C@@H]3O)CC2=O)c1	-3%	0%
COC(=O)[C@H]1[C@H]2C[C@@H]3c4[nH]c5ccccc5c4CCN3C[C@H]2C[C@@H](OC(=O)c2cc(OC)c(OC)c(OC)c2)[C@@H]1OC	3%	6%&7%
CCCc1nc2ccc(Cl)cn2c1Cc1ccc(C)cc1	?	-14%
Cc1noc(C)c1-c1ccc(C(=O)Nc2cccc(NS(C)(=O)=O)c2)c2occc12	8%	21%
O=S1(=O)C[C@H](N2CCC[C@@H]2CO)[C@@H](COCc2ccccc2)N1	?	-9%
CCOC(=O)C1=CCN(S(=O)(=O)c2ccccc2Br)C1c1cccc(Cl)c1 (stereo not drawn)	7%	6%
OC[C@@H]1CN(Cc2ccc3c(c2)OCO3)C[C@H](n2cnc3c(NCc4ccc(F)cc4)ncnc32)O1	2%	-1%
CN(C)c1cccc(CNC(=O)c2ccc3nc([C@@H]4O[C@H](CO)[C@H](O)[C@H](O)[C@H]4O)[nH]c3c2)c1	?	36%[activator]
CC1(C(=O)Nc2ccc3c(c2)OCCO3)CCC(=O)N1CCc1c[nH]c2ccccc12 (stereo not drawn)	-23%	17%
Cc1cc(C)n2c(Nc3ccc4c(c3)OCCO4)c(C3CC3)nc2n1	-31%	5%
CC1(c2nnnn2Cc2ccccc2)CCC(=O)N1Cc1cccc(C(F)(F)F)c1 (stereo not drawn)	?	17%
CC1(C(=O)NS(=O)(=O)C2CC2)CCCN(C(=O)c2cc3ccccc3s2)C1 (stereo not drawn)	0%	4%
COc1cc(CCN=Cc2cc(Cl)cc(Cl)c2O)c([N+](=O)[O-])cc1OC	-4%	82%[activator]
CC(=O)N1C[C@@H](CO)[C@@H](N(C)C(=O)C2CCCCC2)C[C@H]1c1ccccc1	-28%	3%

(cont.)
Compound	12-LOX inh	GLS inhibitor
COC(=O)[C@]12CCCCC=C1N(Cc1cccc3ccccc13)C(=O)[C@H](CC(=O)NCCc1ccccc1OC)C2	0%	0%
CC(=O)c1ccc(-c2cnc3c(NC=O)cc(-c4ccc(C(=O)NC5CC5)cc4)cn23)cc1	7%	-16%
O=C(NCc1ccccc1Cl)c1[nH]c(C(F)(F)F)nc1-c1ccccc1	5%	11%
COc1ccc(C(O)c2nc(-c3cccc(O)c3)cs2)cc1 (stereo not drawn)	-4%	17%
Cn1nc(C(C)(C)C)cc1C(=O)N1CCCCC1c1cc(C(=O)NCc2ccc(F)cc2)no1 (stereo not drawn)	1%	-24%
CC1(C(=O)O)CCCN1C(=O)c1cccc(OC(F)(F)F)c1 (stereo not drawn)	-1%	2%

From PubChem BioAssay

Some of the compounds tested; the hit share may differ from the screen's.
